# 14-3-3 PPI – 14-3-3 gamma protein interaction modulation | P61981 | FP, 14-3-3gamma / TMR-pS259-Raf peptide binding | inhibition, % at 40 µM | actives 0.19% (n = 160,000); in the data active means inhibition above about 30%;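 further: 0% = protein plus tracer without compound and 100% = blank with tracer alone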
# Target sequence (P61981 whole entry, looked up): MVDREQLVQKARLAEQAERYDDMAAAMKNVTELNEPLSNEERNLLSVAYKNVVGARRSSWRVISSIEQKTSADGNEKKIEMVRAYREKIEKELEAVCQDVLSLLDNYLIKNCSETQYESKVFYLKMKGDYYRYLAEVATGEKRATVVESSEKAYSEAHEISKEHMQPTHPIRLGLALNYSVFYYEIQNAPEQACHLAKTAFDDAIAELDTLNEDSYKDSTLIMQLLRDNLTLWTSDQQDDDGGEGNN
# * marks the source's active call; other numbers are inactive results; & = joins results of further samples.
SMILES	14-3-3 PPI
COc1ccc(-c2nc3cc(NC(=O)COc4cccc(C)c4)ccc3o2)cc1	-5
COc1cccc(OCC(O)CN2CCOCC2)c1 (centres undefined)	-2
NC(=O)C1(N2CCCCC2)CCN(C(=O)c2ccc(C#Cc3ccccc3)o2)CC1	-1&-7
Cc1sc2nc3n(c(=O)c2c1C)Cc1ccccc1-3	-2
O=C1SC(Nc2ccc(Cl)cc2)C(=O)N1c1ccccc1 (centres undefined)	1
COc1ccccc1NC(=O)Cn1cnc2sc(C(=O)N3CCCCCC3)c(C)c2c1=O	-14
CCCCOc1ccccc1NC(=O)Cn1c(-c2nonc2N)nc2ccccc21	-7
Cc1ccc(NC(=O)C2CC(=O)NC(N3CCc4ccccc43)=N2)cc1 (centres undefined)	-11
Cc1c(NC(=O)CSc2ccccn2)c(=O)n(-c2ccccc2)n1C	-8
Cc1nnc(NC(=O)CSc2nccn2-c2cccc(C)c2C)s1	0
C=CCSc1nnc2c(n1)OC(c1cccc(C)n1)Nc1ccccc1-2 (centres undefined)	-8
CCCNc1nc2c(c(=O)n(C)c(=O)n2C)n1C(C)C	-2
CC(C)CCN1C(=O)CCC1(C)C(=O)NC1CCCCC1 (centres undefined)	3
Cc1ccc(N(C(=O)c2ccncc2)C2C=CS(=O)(=O)C2)cc1 (centres undefined)	-6
COCCN1C(=O)c2ccccc2C(C(=O)N2CCN(C3CCCCC3)CC2)C1c1cn(C)c2ccccc12 (centres undefined)	-10
Cc1ccc(-c2nc3c(cnn3-c3ccccc3)c(=O)o2)cc1	0
Nc1c(C(=O)Nc2ccc(Br)cn2)sc2nc3c(cc12)CC(c1ccccc1)CC3 (centres undefined)	-9
COCCOC(=O)C1=C(C)N(C)C(=O)NC1c1ccc(Br)cc1 (centres undefined)	-5
COc1ccc(C)cc1Cn1c(-c2nonc2N)nc2ccccc21	-12
Cc1ccc2nc(SCC(=O)c3ccc4c(c3)OCO4)[nH]c2c1	0
CCCCCc1c(C)nc(Nc2ccccc2)[nH]c1=O	-3
O=C(CN1CCOc2ccccc21)N1CCC(Cc2ccccc2)CC1	-3
Cc1cccc(-c2nnc(NC(=O)C(F)(F)F)s2)c1	-6
CC(C)=C1C2C=CC1C1C(=O)N(c3ccccc3I)C(=O)C21 (centres undefined)	-5
CCOC(=O)N1CCC(Nc2c(NCCCN(C)Cc3ccccc3)c(=O)c2=O)CC1	-3
O=C(O)CC1Sc2nc3ccccc3n2C1=O (centres undefined)	1
O=C(NC1CCCCC1)c1ccc([N+](=O)[O-])cc1	-1
COc1ccc(-n2c3c(cc(C(=O)Nc4ccc(S(N)(=O)=O)cc4)c2=O)C(=O)CC(C)(C)C3)cc1	2
CC1=C(C(=O)Nc2ccccc2F)C(c2ccc(N(C)C)cc2)C2=C(CC(c3ccccc3)CC2=O)N1 (centres undefined)	-16
O=C(O)CCCCCN1C(=O)c2ccc(C(=O)O)cc2C1=O	1
Cc1ccc(-c2cc(C(=O)NCCCN3CCOCC3)no2)cc1	1
Cc1ccc(-n2nnc3c(=O)n(Cc4cc(C)ccc4C)cnc32)cc1	-4
Cn1c(-c2cc3ccc(O)c(CN4CCCC4)c3oc2=O)nc2ccccc21	-14
Cc1ccc(-n2c(SCC(=O)N3CCC(C)CC3)nc3c(c2=O)SCC3)cc1	-9
O=C(Nc1ccc(I)cc1)C1CC(=O)N(CCc2ccccc2)C(=Nc2ccc(F)cc2)S1 (centres undefined)	-11
COC(=O)c1cnn(C(=O)c2ccc(OC)cc2)c1N	8
COc1cc(C2C(C(N)=O)=C(C)Nc3nc(SCc4ccccc4F)nn32)cc(OC)c1OC (centres undefined)	0
C=CCn1c(SCc2cccc(C#N)c2)nnc1-c1ccccc1O	-4
COc1ccc(C(=O)N2CCCC(C)C2)cc1[N+](=O)[O-] (centres undefined)	1
CCOc1ccc(NC(=O)c2cc(-c3ccc(Cl)s3)nc3ccccc23)cc1	-33
Cc1ccnc(SC2CC(=O)N(c3ccc(-c4ccccc4)cc3)C2=O)n1 (centres undefined)	-7
CC1CCc2c(sc(NC(=O)CCC(=O)O)c2C#N)C1 (centres undefined)	1
Cc1onc(-c2ccccc2Cl)c1C(=O)Nc1cccc(Cl)c1NC(=O)c1ccccc1	-4
CCOc1cc(C2C(C(=O)OC)=C(C)NC3=C2C(=O)c2ccccc23)ccc1OCC#N (centres undefined)	-66
Cc1occc1C(=O)Nc1nnc(C2CCCCC2)s1	0
Brc1ccccc1Nc1ncnc2c1cnn2Cc1ccccc1	3
O=C(COc1ccc(CO)cc1)Nc1ccc(F)cc1	11
CCOC(=O)C1=C(C)N(c2ccccc2)C(=S)NC1c1ccc(Cl)cc1 (centres undefined)	-6

# Laid out differently: two of the compounds above.
molecule: Cc1occc1C(=O)Nc1nnc(C2CCCCC2)s1
  14-3-3 PPI: 0
molecule: Cc1onc(-c2ccccc2Cl)c1C(=O)Nc1cccc(Cl)c1NC(=O)c1ccccc1
  14-3-3 PPI: -4

# Sorted by length of the SMILES (ascending): some entries from above.
SMILES	14-3-3 PPI
Brc1ccccc1Nc1ncnc2c1cnn2Cc1ccccc1	3
C=CCn1c(SCc2cccc(C#N)c2)nnc1-c1ccccc1O	-4
COc1ccc(C(=O)N2CCCC(C)C2)cc1[N+](=O)[O-] (centres undefined)	1
CCOC(=O)C1=C(C)N(c2ccccc2)C(=S)NC1c1ccc(Cl)cc1 (centres undefined)	-6
CCOc1ccc(NC(=O)c2cc(-c3ccc(Cl)s3)nc3ccccc23)cc1	-33
Cc1onc(-c2ccccc2Cl)c1C(=O)Nc1cccc(Cl)c1NC(=O)c1ccccc1	-4
COc1cc(C2C(C(N)=O)=C(C)Nc3nc(SCc4ccccc4F)nn32)cc(OC)c1OC (centres undefined)	0

# Following part:
SMILES	14-3-3 PPI
COc1ccc(C2C(=O)N(CCc3ccccc3)CC(=O)N2C2CCCCC2)cc1 (centres undefined)	-9
Cc1cc(C(=O)CSc2nnnn2C)c(C)n1-c1cccc(F)c1	4
O=C(CSc1nnnn1-c1ccc(C(=O)O)cc1)Nc1cccc2ccccc12	0
CC(C)N=c1cc2n(-c3ccc(Cl)cc3)c3ccccc3nc-2cc1Nc1ccc(Cl)cc1	97*
CC(C)(C)NC(=O)Nc1ccccc1C(N)=O	-1
CCOc1ccc(-n2c(COc3ccc(C)cc3)nnc2SCC(N)=O)cc1	7
CCOc1cc(-c2nc(-c3cccc(C)c3)no2)cc(OCC)c1OCC	3
COc1ccc(CN2CCC(N3CC(C)OC(C)C3)CC2)cc1OCc1ccccc1 (centres undefined)	-1
COc1ccccc1C1Oc2ccccc2C2CC(c3ccc(Cl)cc3)=NN21 (centres undefined)	-8
O=c1c2c(nc3c(-c4cccc5ccccc45)c[nH]n13)CCC2	-20
CCC(C)NC(=O)CCn1nc(-c2ccc(Cl)cc2)ccc1=O (centres undefined)	-7
CC(C)(C)NC(=O)c1cc2ccccc2o1	0
CCCCOc1ccccc1C1NC(=O)CCC1[N+](=O)[O-] (centres undefined)	6
Cc1cccn2c(=O)c3cc(C(=O)NC4CCCCC4)c(=N)n(CCOCCO)c3nc12	-12
CCOC(=O)C(C)Sc1nnc(-c2c[nH]c3ccccc23)n1C (centres undefined)	1&-13
O=C(CN1CCC(O)CC1)N1c2ccccc2C=Cc2ccccc21	5
O=C(c1ccc(O)cc1)c1ccc(C(=O)O)c(C(=O)O)c1	-3
CC(=O)N1CCc2cc(S(=O)(=O)CCC(=O)N(C)c3cccc(C)c3)ccc21	-8
CCOCCCNc1nc2c(c(=O)n(C)c(=O)n2C)n1CCCc1ccccc1	1
Cc1ccc(S(=O)(=O)N=C(CN2CCCC2)N2CCN(S(=O)(=O)c3ccc(C)cc3)C2C(C)C)cc1 (centres undefined)	10
CC(C)C(=O)Nc1cccc(C(=O)Nc2ccc3c(c2)OCO3)c1	-3
Cc1[nH]c2ccccc2c1SCCNC(=O)Cc1cccc2ccccc12	-8
CCOc1cc2[nH]c(=S)n(CCCN3CCCC3)c(=O)c2cc1OCC	-21
C=CCn1c(SCC(=O)O)nc2sc(CC)cc2c1=O	1

# 14-3-3 PPI: what is marked active above.
SMILES	14-3-3 PPI
CC(C)N=c1cc2n(-c3ccc(Cl)cc3)c3ccccc3nc-2cc1Nc1ccc(Cl)cc1	97*

# Further entries follow:
SMILES	14-3-3 PPI
O=S(=O)(NC1CCCCC1NCc1ccco1)c1ccc(Cl)cc1 (centres undefined)	4
CC1CCCC(NC(=O)C2(C)CCC(=O)N2CCc2ccccc2)C1C (centres undefined)	-1
Cc1ccc(C(=O)Nc2cccnc2)cc1	2
COc1cccc(NC(=O)Cn2c(SCC(=O)N3CCOCC3)nc3ccccc32)c1	-6
COc1cc2c(cc1OC)-c1nnc(-c3cccs3)n1C(C)(C)C2	-1
COc1cccc2c1OC1(C)C(C)C2NC(=S)N1c1cccc(C)c1 (centres undefined)	7
CCOC(=O)C(NC(=O)c1ccccc1)=C1C=C(C)OC(C)=C1	-2
Cn1c(NCCCN2CCOCC2)nc2c1c(=O)n(Cc1ccc(Cl)cc1Cl)c(=O)n2C	1
COc1ccccc1-n1c(=S)[nH]c2c(sc(=S)n2-c2ccccc2)c1=O	-6
O=C(C(Cc1ccccc1)NS(=O)(=O)c1cccc2nsnc12)N1CCc2ccccc21 (centres undefined)	0
COc1ccc(NC(=O)CSc2nnc(Cn3c(=O)sc4ccccc43)n2C)cc1	2
CC(C)c1ccc(NC(=O)c2ccc(F)c(S(=O)(=O)NCCc3ccccc3)c2)cc1	-1

# An excerpt of these results, with the structure last.
14-3-3 PPI	SMILES
0	O=C(C(Cc1ccccc1)NS(=O)(=O)c1cccc2nsnc12)N1CCc2ccccc21 (centres undefined)
2	COc1ccc(NC(=O)CSc2nnc(Cn3c(=O)sc4ccccc43)n2C)cc1

# (next part)
SMILES	14-3-3 PPI
COc1ccc2c(c1)-c1c(sn(-c3ccc(OC)c(OC)c3)c1=S)C(C)(C)N2	-3
CCOC(=O)C1CCCN(C(=O)c2c[nH]c3ccc(S(=O)(=O)Nc4cccc(C(F)(F)F)c4)cc3c2=O)C1 (centres undefined)	-7
Cc1cc(C)nc(NS(=O)(=O)c2ccc(NC(=O)c3ccc(C(C)(C)C)cc3)cc2)n1	0
CC(Cc1c[nH]c2ccccc12)NC(=O)c1ccncc1 (centres undefined)	-5
COc1ccc(N2C(=O)c3ccccc3NC2c2ccccc2F)cc1 (centres undefined)	-9
Cn1cccc1C(=O)OCc1cc(Cl)cc2c1OCOC2	-3
O=C(c1cc(O)c(O)c([N+](=O)[O-])c1)c1ccccc1F	0
CCc1c(C)nc(N)n2c(SCC(=O)Nc3ccccc3OC)nnc12	2
CCOc1ccc(NC(=O)CSC2=NN3CCCC(=O)N=C3S2)cc1	0
CC(C)(C)c1ccc(C(=O)CC2(O)C(=O)N(CCc3ccccc3)c3ccccc32)cc1 (centres undefined)	0
CCC1=NN(C(=O)c2ccncc2)C(O)(c2ccc(Br)cc2)C1 (centres undefined)	-3
O=c1[nH]c(C=Cc2ccc(Br)cc2)nc(O)c1[N+](=O)[O-]	-8
COCCCNC(=O)c1ccc2c(=O)n(Cc3ccccc3OC)c(=S)[nH]c2c1	-5
O=C(Nc1cccc(Cl)c1)c1cccc(C(=O)Nc2cccc(Cl)c2)n1	8
Cc1cc(NS(=O)(=O)c2ccc(NC(=O)Cc3cccs3)cc2)no1	6
CCn1c(SCc2c(Cl)cccc2[N+](=O)[O-])nc2ccccc2c1=O	-4
CC1=C(C(=O)OCCc2ccccc2)C(c2ccccc2Br)CC(=O)N1 (centres undefined)	-6
Cc1noc(C)c1C(=O)NCc1ccco1	-1
Cc1ccc(NC(=O)CSc2nc3c(cnn3-c3ccccc3)c(=O)[nH]2)c(C)c1	17
Cc1ccc(S(=O)(=O)C2(C(=O)NCc3ccc(F)cc3)CC2)cc1	-8
Cc1cccc(-n2nc3c(c2NC(=O)c2ccc(C(C)(C)C)cc2)CSC3)c1C	4
O=C(c1cccc(Br)c1)N1N=C(C(F)(F)F)CC1(O)c1ccc(F)cc1 (centres undefined)	-3
COc1cc(-c2ccc(C=Cc3[nH]c(=O)[nH]c(=O)c3Cl)o2)c(OC)cc1Cl	-74
COc1ccc(NC(=O)CS(=O)CC(=O)Nc2ccc(OC)c(OC)c2)cc1 (centres undefined)	-5
COc1ccc(CCNC(=O)c2cccnc2)cc1OC	-3
COC(=O)CSc1nnc(SCc2ccccc2)s1	3
CCCCn1c(SCC(=O)NCc2ccco2)nnc1-c1ccoc1C	-1
CCc1ccccc1NC(=O)c1c(Cl)nc(C)c(Cl)c1C	3
CCOC(=O)C1=C(C)Nc2ncnn2C1c1cc(OC)ccc1OC (centres undefined)	-5&1
O=C(O)CCCC(=O)N1N=C(c2ccccc2)CC1c1ccc2nccnc2c1 (centres undefined)	-14
O=C(CSc1nc2ccccc2s1)Nc1nnc(C(F)(F)F)s1	-1
O=C(NCc1cccs1)c1cc(-c2cccc(Cl)c2)on1	1
O=C1CSC(c2ccc([N+](=O)[O-])cc2)N1c1ccc(O)cc1 (centres undefined)	5
CC(C)(C)c1cc(Nc2ccccc2[N+](=O)[O-])cc(C(C)(C)C)c1O	-6
CC(Nc1cc(N2CCN(S(=O)(=O)c3ccc4ccccc4c3)CC2)ccc1[N+](=O)[O-])C12CC3CC(CC(C3)C1)C2 (centres undefined)	1
O=C(Nc1nnc(-c2ccccc2Cl)o1)c1ccco1	-7
CC(C)P(=O)(Cc1cc(C(C)(C)C)c(O)c(C(C)(C)C)c1)C(C)C	5
O=C(NCCSc1c[nH]c2ccccc12)c1cc2ccccc2oc1=O	6
COc1ccc(C)cc1N(CC(=O)Nc1cccc(N(C)S(C)(=O)=O)c1)S(C)(=O)=O	-5
COc1cc(C2=NS(=O)(=O)c3ccccc3N2)cc(OC)c1OC	-8
CCOC(=O)N1CCN(CC(=O)c2c(C)[nH]c3ccccc23)CC1	-8
CN1CCC(NC(=O)Cc2c(F)cccc2Cl)CC1	1
Cc1ccc(C(N)=S)c(C)c1	2

# These rows are one share of the data (hit frequency here may not be typical).
